Source: PubChem BioAssay (National Center for Advancing Translational Sciences (NCATS))
APEX1 inh – qHTS Assay for Inhibitors of the Human Apurinic/apyrimidinic Endonuclease 1 (APE1); DNA repair nuclease/redox regulator APEX1 (Homo sapiens), P27695; Potency, µM (series often up to 65.8 µM), for the others: top-dose activity change, negative = inhibition, actives largely listed as inhibitors; AID 2517, 2012; recombinant APE1, TAMRA/BHQ-2 abasic DNA cleavage fluorescence; 0.35% of 350,000 active;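 further: potency means the concentration at half of the fitted maximal effect; plate controls were vehicle for no effect and reference inhibitor for full effect; nearly all actives have a fitted effect of over 55% in size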
Target sequence (P27695 whole entry, looked up): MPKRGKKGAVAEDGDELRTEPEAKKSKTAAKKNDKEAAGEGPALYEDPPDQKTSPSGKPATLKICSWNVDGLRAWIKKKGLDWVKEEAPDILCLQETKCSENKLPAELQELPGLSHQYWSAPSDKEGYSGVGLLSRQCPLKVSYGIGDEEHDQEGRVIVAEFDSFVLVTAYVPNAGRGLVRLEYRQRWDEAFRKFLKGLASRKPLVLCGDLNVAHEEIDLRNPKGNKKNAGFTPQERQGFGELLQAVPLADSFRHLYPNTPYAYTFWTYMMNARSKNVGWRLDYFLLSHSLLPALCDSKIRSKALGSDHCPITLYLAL
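Activity was derived from the fluorescence gain between first and third kinetic reads (60 s intervals, ex 525/em 598 nm) after 50 nM THF-abasic TAMRA/BHQ-2 duplex was added to 0.75 nM APE1 preincubated 15 min with compound.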
Pol kappa inh – qHTS for Inhibitors of Polymerase Kappa. DNA polymerase kappa (Homo sapiens), Q9UBT6. purified Pol kappa, fluorescent DNA synthesis assay, 10 min. Potency, µM (titrated, usually from 107 µM), for inactives: at the top dose activity, negative = inhibition, most hits filed as inhibitors. 0.53% of 400,000 active; further: potency means the concentration at half of the fitted maximal effect; on the % scale 0 is the no-effect control and ±100 the full control effect
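Fluorescent qHTS in 1536-well format: enzyme (10 nM) and compound sat 15 min at room temperature before 50 nM substrate (final) was added. Signal taken at 0 and 10 min; no-enzyme buffer wells were negative controls.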
Pol beta inh – qHTS Assay for Inhibitors of DNA Polymerase Beta; P06746; Pol beta primer extension/strand displacement, fluorescence kinetic; Potency, µM (top dose mostly 114 µM), without a hit: at the top dose activity change, negative = inhibition, usual class: inhibitors; 1.3% of 340,000 active; further: potency means the concentration at half of the fitted maximal effect; on the % scale 0 is the no-effect control and ±100 the full control effect
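Pol beta (10 nM) and compounds were preincubated 15 min at room temperature, then 50 nM substrate (final) started primer extension/strand displacement. Reads were taken at 0 and 10 min; concentration-response data were fitted to a four-parameter Hill equation.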
POLI inh – qHTS for Inhibitors of Polymerase Iota | DNA polymerase iota (Homo sapiens), Q9UNA4 | Pol iota fluorescent replication assay, 10 min | Potency, µM (top dose mostly 115 µM), inactives show at the highest dose activity, negative = inhibition, most hits filed as inhibitors | 1% of 390,000 active | AID 588590, 2011; further: potency means the concentration at half of the fitted maximal effect
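Pol iota at 10 nM preincubated 15 min with compounds at room temperature; reaction started with fluorescent substrate, 50 nM final. Fluorescence read kinetically at 0 and 10 min; buffer-only wells as negative control.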
BLM inh – qHTS Assay for Inhibitors of Bloom's syndrome helicase (BLM). RecQ-like DNA helicase BLM (Homo sapiens), P54132. 0.2% of 350,000 active. AID 2528, 2010. Potency, µM (titrated, usually from 56.1 µM), for the others: at the top dose activity change, negative = inhibition, hits mostly inhibitors. recombinant BLM DNA unwinding, fluorescence dequenching;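 further: potency means the concentration at half of the fitted maximal effect; plate controls were vehicle for no effect and no enzyme for full effect; nearly all actives have a fitted effect of over 35% in size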
Apoferritin bind – qHTS Assay for Identification of Novel General Anesthetics; Ferritin light chain (Equus caballus), P02791; apoferritin/1-aminoanthracene competitive binding, fluorescence; Potency, µM (highest dose often 77.5 µM), without a hit: top-dose activity change, negative = displacement, actives largely listed as inhibitors; 0.074% of 350,000 active; further: potency means the concentration at half of the fitted maximal effect; on the % scale 0 is the no-effect control and ±100 the full control effect; nearly all actives have a fitted effect of over 20% in size
Target sequence (P02791 2-175 limits assumed): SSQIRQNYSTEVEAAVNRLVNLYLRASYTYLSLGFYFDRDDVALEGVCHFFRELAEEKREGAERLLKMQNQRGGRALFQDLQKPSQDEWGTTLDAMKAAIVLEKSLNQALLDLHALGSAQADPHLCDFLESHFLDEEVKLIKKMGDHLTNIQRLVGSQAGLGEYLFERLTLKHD
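Horse-spleen apoferritin (10 uM) in 50% saturated 1-aminoanthracene in PBS was incubated 10 min at room temperature with compound. Fluorescence (ex 380, em 535 nm) was normalized to free and bound 1-AMA, with concentration-response fitted by a four-parameter Hill equation.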
POLH inh – qHTS for Inhibitors of Polymerase Eta. recombinant Pol eta, fluorescent DNA replication assay. Potency, µM (doses to about 114 µM), for the others: at the highest dose activity change, negative = inhibition, most hits filed as inhibitors. 1.2% of 390,000 active; further: potency means the concentration at half of the fitted maximal effect; on the % scale 0 is the no-effect control and ±100 the full control effect
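Pol eta (10 nM) was preincubated with compounds for 15 min at room temperature, after which fluorescent replication substrate (50 nM final) was added to start the reaction. Fluorescence was read kinetically at 0 and 10 min.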
LDHA block – qHTS assay for inhibitors of human lactate dehydrogenase; 0.15% of 480,000 active; purified LDHA, NADH/diaphorase-resazurin fluorescence; hits give low values; activity change, % (values are at about 110 or 230 µM); L-lactate dehydrogenase A chain (Homo sapiens), P00338; in the data active means activity change below about -30%; inconclusive means mostly about -25% to -30%;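 further: plate controls were DMSO wells for no effect and wells without enzyme for full effect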
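LDH5 2 nM; NADH 0.06 mM, pyruvate 0.2 mM; 200 mM Tris pH 7.4, EDTA, Tween-20; 5 min RT. Detection: diaphorase 0.133 mg/mL + resazurin 37 µM, fluorescence ex540/em590 at 0 and 20 min; normalized to enzyme-free and DMSO wells.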
GRP78 ERSR act – qHTS for Inducers of the Endoplasmic Reticulum Stress Response (ERSR) in Human Glioma: qHTS. AID 602332, 2012. Potency, µM, without a hit: top-dose activation, actives largely listed as activators. 0.02% of 420,000 active. U87-MG GRP78 promoter luciferase reporter, 16 h; further: potency means the concentration at half of the fitted maximal effect; series mostly up to about 76 µM; % of control where 0% means no effect; nearly all actives have a fitted effect of over 35% in size
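ERSR induction read as luciferase luminescence (Bright-Glo, 10 min at room temperature) in stably transfected human U87-MG glioma cells exposed to compounds for 16 h, using GRP78 as sensor.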
An asterisk follows results filed as active; u = inconclusive; x = no result given; & = joins results of further samples; [ ] = dose if it differs, or a comment. Unless noted, the call rests on the fitted dose curve; in most records, active means well fitted curve in the direction sought with a large enough effect; inconclusive means small, poorly fitted or top-dose-only effect, or another doubt; inactive means no such curve, though single readings can be large; an effect the other way counts as inactive or inconclusive.

SMILES	APEX1 inh	Pol kappa inh	Pol beta inh	POLI inh	BLM inh	Apoferritin bind	POLH inh	LDHA block	GRP78 ERSR act
CC(C)(C)NC(=O)C1CC1(c1ccccc1)c1ccccc1 (centres undefined)	-5.1%	0.5%	48.6%	21.4%	-5.0%	-8.8%	-16.6%	-3.2	0.6%
COc1cccc(NC(=O)CSc2nc3ccccc3nc2N2CCOCC2)c1	-12.2%	5.5%&-11.2%	u	15.5%&1.7%	-11.2%&-8.4%	-0.8%&0.2%	-11.6%&-14.5%	2.8&-1.5	-1.5%&-0.9%
CC(=O)c1c(C)[nH]c(C(=O)NNC(=O)c2ccc(Br)cc2)c1C	20.6%	0.0%	x	7.3%	x	x	-10.9%	-1.0	9.4%
COc1cc(/C=N/NC(=O)Cc2ccccc2)ccc1Oc1ccc([N+](=O)[O-])cc1[N+](=O)[O-]	20.2%	-11.9%	1.8%	-1.7%	0.1%	5.0%	-19.4%	-1.5	-5.9%
CCOc1ccc(C(=S)N2CCCC2)cc1OCC	-7.8%	-11.9%	u	7.2%	-8.9%	-14.2%	-15.0%	-2.7	-0.9%
COc1ccccc1NC(=O)C1CCCN(c2nc(C)cc(C)n2)C1 (centres undefined)	-1.0%	2.5%	1.7%	8.9%	-3.4%	-1.7%	0.8%	-5.1	-1.0%
CCCCCCCCCSc1n[nH]c(N)n1	-1.3%	-12.9%	76.9%	6.3%	-3.5%	u	-17.4%	-5.1	-1.6%
Cc1cc(Cl)c(C)c(S(=O)(=O)N2CCN(CC(=O)N3CCOCC3)CC2)c1Cl	-9.3%	-0.5%	x	-12.2%	x	x	0.9%	-3.7	-3.1%
O=C(Nc1ccccn1)C1CCCN(c2ncnc3c2nc2n3CCCCC2)C1 (centres undefined)	23.5%	-1.4%	5.8%	-19.6%	2.7%	-10.3%	-15.8%	-0.2	-2.9%
c1coc(-c2nc(-c3ccncc3)no2)c1	-2.8%	-1.3%	3.7%	-9.9%	-5.7%	5.1%	2.9%	-8.0	-3.6%
CCn1c(CNC(=O)C(C)(C)C)nc2ccccc21	1.3%	0.7%	65.5%	u	1.2%	-1.1%	u	1.4	-1.9%
CCOc1ccc(NC(=O)N2CCC(n3nnc4cc(C)ccc43)CC2)cc1	-7.7%	-3.7%	-12.4%	-1.0%	-5.3%	2.4%	-15.3%	-0.7	0.5%
Cc1c2cnn(-c3ccccc3)c(=O)c2c(C)n1CC(=O)NCc1ccccc1	x	-15.9%	-6.0%	15.4%	0.2%	-12.9%	-17.1%	-10.0	2.1%
COc1ccc(NC(C)=O)cc1NC(=O)CN1CCN(c2ccccn2)CC1	-2.5%	-2.5%	7.0%	3.6%	-2.3%	-1.7%	-5.1%	1.4	-5.1%
COc1ccccc1OCc1ccc(C(=O)NCCN(C)C)o1	-3.7%	-0.4%	-0.4%	16.2%	-7.8%	-9.5%	-5.9%	-1.9	-4.4%

Already shown: two of the compounds above.
SMILES	APEX1 inh	Pol kappa inh	Pol beta inh	POLI inh	BLM inh	Apoferritin bind	POLH inh	LDHA block	GRP78 ERSR act
COc1ccc(NC(C)=O)cc1NC(=O)CN1CCN(c2ccccn2)CC1	-2.5%	-2.5%	7.0%	3.6%	-2.3%	-1.7%	-5.1%	1.4	-5.1%
COc1ccccc1OCc1ccc(C(=O)NCCN(C)C)o1	-3.7%	-0.4%	-0.4%	16.2%	-7.8%	-9.5%	-5.9%	-1.9	-4.4%

Going on with the list.
SMILES	APEX1 inh	Pol kappa inh	Pol beta inh	POLI inh	BLM inh	Apoferritin bind	POLH inh	LDHA block	GRP78 ERSR act
Cc1cccc(-c2nc(S(=O)(=O)c3ccccc3)c(N3CCN(c4ccccc4)CC3)o2)c1	x	-0.6%	u	7.7%	-4.5%	-6.9%	-16.6%	3.8	-3.9%
O=c1c2c3n(c(=S)nc2[nH]n1-c1ccccc1)CCCCC3	0.6%	5.5%	2.3%	16.2%	0.2%	-3.8%	-13.0%	-4.2	1.7%
CN(C)C(=O)C(=O)c1cccn1-c1ccccc1C#N	1.0%	-1.1%	7.7%	2.5%	0.4%	-5.0%	-12.1%	0.4	-1.6%
O=c1c2[nH]c3ccc(F)cc3c2ncn1CCC1=CCCCC1	0.2%	1.7%	39.2%	45.6%[activator]	3.3%	-2.2%	-2.7%	-6.1	5.6%
CCOc1ncccc1C(=O)Nc1ccc(C(=O)Nc2ccc(OC)cc2)cc1	-4.7%	-0.9%	x	8.7%	x	x	-13.6%	-3.7	-3.6%
COC(=O)[C@@H]1C[C@@]2(O)[C@@H](O)[C@@H](O)[C@@H](O)C[C@H]2N1CC(c1ccccc1)c1ccccc1	-2.8%&-0.3%	-2.7%	5.4%	0.1%	4.6%&-1.4%	-4.2%&-8.2%	3.1%	-8.4	-2.8%
COc1ccc(N2CCN(C(=O)Cn3nnc(-c4ccccc4N)n3)CC2)cc1	-8.5%	8.4%	0.8%	28.9%	-4.5%	-8.1%	-5.3%	-0.6	-3.4%
CCc1nnc(NS(=O)(=O)c2ccc(NC(=O)c3cccc(OC)c3)cc2)s1	10.1%	-10.1%	2.0%	-13.6%	-1.9%	-4.2%	-1.8%	-11.5	-0.1%
N#Cc1ccccc1S(=O)(=O)Nc1ccc2c(c1)C(=O)OC2	1.9%	10.0%	-2.9%	21.9%	3.4%	-6.2%	-2.6%	0.9	-5.3%
O=C(NCCCN1CCC(Cc2ccccc2)CC1)c1ccc2nc(N3CCOCC3)sc2c1	9.6%	-6.7%	-1.8%	-7.5%	23.5%	-13.7%	-9.8%	-2.6	-3.7%
O=C1CC(/C=C/c2ccc([N+](=O)[O-])cc2)=Nc2ccccc2N1	-6.1%	3.5%	-6.6%	43.2%[activator]	1.9%	-6.2%	15.4%	-2.5	-3.0%
CN(C(=O)COC(=O)CCCN1C(=O)c2cccc3cccc(c23)C1=O)C1CCS(=O)(=O)C1 (centres undefined)	13.0%	0.9%	x	2.4%	x	x	2.0%	-1.1	-5.0%
Cc1ccc(C)c(NC(=O)CCC(=O)NNC(=O)C(c2ccccc2)c2ccccc2)c1	16.6%	0.0%	0.6%	32.7%	-4.8%	-2.9%	-11.6%	-14.8	-4.2%
COc1ccc(NC(=O)C2CCCN(S(=O)(=O)c3c(C)[nH]c(=O)[nH]c3=O)C2)c(OC)c1 (centres undefined)	x	5.0%	14.3%	-9.8%	-2.3%	-7.0%	-7.0%	-7.9	-2.9%
CCC(=O)N1N=C(c2ccccc2)CC1c1ccc([N+](=O)[O-])cc1 (centres undefined)	2.1%	-13.7%	13.7%	67.5%[activator]	-4.0%	-16.0%	-16.3%	0.7	-3.1%
Cn1cnnc1SCC(=O)N/N=C/c1ccc(OCC(N)=O)cc1	0.4%	-3.8%	2.4%	-0.9%[58.9 µM]	-2.4%	0.5%	-23.5%	-2.3	0.9%
Cc1cccc(S(=O)(=O)c2cn(C)c3cc(N4CCN(c5ccccc5)CC4)c(F)cc3c2=O)c1	x	-13.2%	2.2%	-7.6%	2.0%	45.1%[activator]	-11.7%	1.3	-1.0%
Cc1ccc(OCC(=O)Nc2cc3nn(-c4ccccc4)nc3cc2C)cc1	x	-12.7%	-0.3%	-26.6%	-0.1%	-3.3%	-16.4%	2.8	-1.5%
O=C(NC1CCCCC1)C(c1ccccn1)N(C(=O)c1csnn1)C1CC1 (centres undefined)	0.8%	-10.7%	-0.1%	118.5%[activator]	1.4%	u	-14.1%	-6.5	-1.5%
Cc1cc(C(=O)N2CCN(Cc3ccccc3)CC2)ccc1[N+](=O)[O-]	-3.8%	17.9%	-1.6%	-8.3%	u	-12.9%	-17.3%	0.2	-1.3%
Cc1ccc(O)c(Nc2nc(-c3ccccc3)nc3ccccc23)c1	24.8%	-4.9%	19.7%	-1.9%	-7.5%	-13.2%	1.6%	-3.2	0.1%
Cc1ccc(NS(=O)(=O)c2ccc(Cl)nc2)c(C)c1	16.6%	-8.8%	x	-7.1%	x	x	-6.1%	0.7	-4.6%
O=C(CSc1nnc(COc2ccc(F)cc2)o1)N1c2ccccc2CCc2ccccc21	u	-3.5%	9.9%	-10.5%[58.9 µM]	-10.5%	78.5%[activator]	-16.9%	-0.4	-2.6%
COc1ccc(Cn2ccnc2SCC(=O)Nc2ccc3c(c2)OCCO3)cc1	x	-3.3%[60.1 µM]	16.1%	23.5%	-2.4%	-11.2%	-11.6%	-4.3	1.4%
CC1(C)Cc2c(cnn2-c2ccc(F)cc2)C(NC(=O)CN2CCCC2=O)C1 (centres undefined)	-2.8%	0.6%	-15.0%	28.7%	1.9%	-5.1%	-4.5%	-3.6	6.1%
O=C(Nc1c(C(=O)N2CCN(c3ccccn3)CC2)oc2ccccc12)c1cccc([N+](=O)[O-])c1	19.5%	-3.9%	-0.9%	12.5%	-4.4%	-11.7%	-4.9%	-0.9	-3.9%
COC(=O)c1c(NC(=O)CCl)sc(C(=O)N2CCOCC2)c1C	10.6%	-7.5%	43.1%	-1.8%	-0.5%	-11.8%	-22.2%	-5.5	u
O=C(c1ccc(=O)[nH]n1)N1CCN(S(=O)(=O)c2ccc3ccccc3c2)CC1	-5.4%	-10.3%	0.0%	67.9%	2.9%	-5.7%	7.0%	-10.2	-4.4%
O=C(O)CCSc1nc2ccccc2c(=O)[nH]1	-19.7%	-2.8%	25.9%	6.5%	-8.8%	-4.1%	-13.3%	-3.1	-2.4%

Only part of the results is shown; the hit share may differ from the screen's.
